# Vif-APOBEC3F blk = blocks the Vif interaction with APOBEC3F. Potency, µM (titrated, usually from 46.1 µM), for the others: top-dose activity, negative = active. HeLa A3F-eYFP + Vif (tagged APOBEC3F with the HIV-1 protein that degrades it), YFP fluorescence increase. hit rate 0.2% among 390,000; also: potency is read from the fitted curve at half-maximal effect; % of control where 0% means no effect; nearly all actives have a fitted effect of over 65% in size
#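 HeLa cells stably expressing Vif plus C-terminally eYFP-tagged A3F were seeded, incubated overnight at 37 deg C, dosed with compound, incubated overnight again at 37 deg C. Yellow fluorescence (Ex 488/Em 500-530) reported blocked Vif-mediated A3F-eYFP degradation.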
# D2 antagonist = antagonists of human D2 dopamine receptor; P14416; HEK293 TREx D2 cells, calcium flux, dopamine EC80; inhibition, % at 10 µM; hit rate 2% among 340,000; in the data active = inhibition above about 30%; also: 0% is about no effect
# Target sequence (P14416 whole entry, looked up): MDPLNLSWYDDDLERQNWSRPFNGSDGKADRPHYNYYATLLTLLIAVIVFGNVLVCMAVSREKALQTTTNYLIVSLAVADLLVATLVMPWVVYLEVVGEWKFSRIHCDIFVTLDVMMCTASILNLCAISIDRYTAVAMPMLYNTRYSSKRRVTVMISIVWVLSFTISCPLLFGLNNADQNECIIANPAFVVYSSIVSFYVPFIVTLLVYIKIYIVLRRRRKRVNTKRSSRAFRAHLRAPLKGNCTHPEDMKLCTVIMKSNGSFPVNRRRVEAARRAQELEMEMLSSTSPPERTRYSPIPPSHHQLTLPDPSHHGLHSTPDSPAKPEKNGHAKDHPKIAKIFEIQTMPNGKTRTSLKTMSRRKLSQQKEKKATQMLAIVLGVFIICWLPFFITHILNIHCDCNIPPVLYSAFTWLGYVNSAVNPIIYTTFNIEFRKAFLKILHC
#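 Compounds are added to dye-loaded, induced HEK293 T-REx cells coupled to calcium release via D2; after a 3 min kinetic read an EC80 dopamine stimulus is given and fluorescence is recorded for 3 more min.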
# RGS4 inh = human RGS4 inhibition; Potency, µM (doses to about 114 µM), inactives show top-dose activity change, negative = inhibition, actives largely listed as inhibitors; Transcreener GDP fluorescence polarization, RGS4-accelerated GTP hydrolysis; P49798; hit rate 0.039% among 390,000; also: potency is read from the fitted curve at half-maximal effect; % is scaled to controls: 0 for no effect and ±100 for the full control effect; nearly all actives have a fitted effect of over 75% in size; some results filed as inactive show a strong effect at the top dose
# Target sequence (P49798 whole entry, looked up): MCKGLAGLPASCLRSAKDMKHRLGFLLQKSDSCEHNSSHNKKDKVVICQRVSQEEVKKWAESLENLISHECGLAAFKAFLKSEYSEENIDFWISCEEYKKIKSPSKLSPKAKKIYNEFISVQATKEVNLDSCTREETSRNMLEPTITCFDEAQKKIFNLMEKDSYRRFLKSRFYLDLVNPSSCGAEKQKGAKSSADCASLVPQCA
#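 MLSMR compounds (23 nl, pin-transferred) preincubated 10 min at room temperature with a 500nM (2x) first reagent, then RGS4 at 900nM (2x) plus Transcreener GDP mix added; fluorescence polarization (620/688 nm) read before and after 90 min at 30 °C.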
# D2 agonist = activates the human D2 dopamine receptor; activation, % at 2 µM; hit rate 0.53% among 340,000; P14416; HEK293 T-REx D2 cells, calcium flux agonist mode;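 active = activation over 3 SD above normal in the single-dose calcium agonist read, cut at about 30% in these data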; also: 0% is about no effect
#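 HEK293 Trex D2 cells, tetracycline-induced, o/n 30 C 5% CO2; no-wash Ca dye, RT 30–90 min; 10-cycle baseline, 23 nl cpd added, kinetic Ca read 180 s; agonist hits = positive Ca response.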
# ERG-DNA inh = blocks human ERG Ets domain binding to DNA | P11308 | fluorescence polarization, His-ERG Ets domain / labelled DNA | Potency, µM (titrated, usually from 76.9 µM), without a hit: at the top dose FP activity, negative = inhibition, actives largely listed as inhibitors | hit rate 0.028% among 370,000 | AID 624246; active = well fitted inhibition curve with a large enough effect in the polarisation, with a control signal flat; inconclusive = small, poorly fitted or top-dose-only effect, or effect the other way, or a change in a side signal; inactive = no such curve, though single readings can be large or run the other way; the % refers to the polarisation;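 also: polarization taken with two DNA probes labelled with fluorescein and Texas red; potency is read from the fitted curve at half-maximal effect; % of control where 0% means no effect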
#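 His-tagged ERG Ets domain (1 uM in the protein solution; 300mM KCl, 50mM Tris-HCl, 1mM EDTA, 1mM DTT, pH 7.5) received compound, then a probe mix of 5 nM fluorescein-DNA and 100nM Texas-615-DNA. Fluorescence polarization was read for both dyes.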
# Glioma ERSR ind = induces the endoplasmic reticulum stress response in human glioma cells; U87-MG GRP78 promoter luciferase reporter, 16 h; Potency, µM, without a hit: top-dose activation, actives largely listed as activators; hit rate 0.02% among 420,000; AID 602332; also: potency is read from the fitted curve at half-maximal effect; series mostly up to about 76 µM; % of control where 0% means no effect; nearly all actives have a fitted effect of over 35% in size
#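 Stably transfected U87-MG human glioma cells carrying a GRP78-based luminescent sensor were seeded at 1000 cells/well, pin-dosed with compounds and incubated 16 h. Luciferase reagent was then added, and end-point luminescence was read after 10 min at room temperature.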
# Vif-APOBEC3G blk = Vif-A3G binding inhibition; Q9HC16; HeLa A3G-eYFP + Vif (tagged APOBEC3G with the HIV-1 protein that degrades it), YFP fluorescence, overnight; Potency, µM (doses to about 46.1 µM), for inactives: top-dose activity, negative = active, hits mostly inhibitors; hit rate 0.076% among 410,000;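 also: potency is read from the fitted curve at half-maximal effect; % is scaled to controls: 0 for no effect and ±100 for the full control effect; nearly all actives have a fitted effect of over 60% in size; hits raise eYFP signal because A3G escapes Vif-driven loss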
# Target sequence (Q9HC16 whole entry, looked up): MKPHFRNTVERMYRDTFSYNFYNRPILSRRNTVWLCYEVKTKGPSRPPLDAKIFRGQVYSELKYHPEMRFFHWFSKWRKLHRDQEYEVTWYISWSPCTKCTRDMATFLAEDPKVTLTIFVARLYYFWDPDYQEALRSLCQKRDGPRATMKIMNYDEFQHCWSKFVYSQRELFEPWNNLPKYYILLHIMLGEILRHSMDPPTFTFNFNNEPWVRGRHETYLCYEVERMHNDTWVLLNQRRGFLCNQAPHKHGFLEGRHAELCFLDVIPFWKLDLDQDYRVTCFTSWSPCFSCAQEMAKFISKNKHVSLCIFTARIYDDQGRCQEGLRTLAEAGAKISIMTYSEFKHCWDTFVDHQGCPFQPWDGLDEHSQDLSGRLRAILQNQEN
#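 Read-out is eYFP fluorescence (Ex 488/Em 500-530) from Vif-expressing HeLa A3G-eYFP cells; more signal means A3G escaped Vif-mediated degradation. Cells plated overnight, compound pinned in, incubated overnight at 37 deg C.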
# ALOX12 inh = ALOX12 (human) lipoxygenase inhibition | P18054 | purified 12hLO, xylenol orange hydroperoxide absorbance | Potency, µM (top dose mostly 108 µM), without a hit: top-dose activity change, negative = inhibition, actives largely listed as inhibitors | hit rate 1.1% among 580,000 | AID 1671190; also: potency is read from the fitted curve at half-maximal effect; % is scaled to controls: 0 for no effect and ±100 for the full control effect
#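 Purified human 12hLO (150 nM final) in 25 mM Hepes, 0.01% Triton X-100, pH 7.0 was preincubated 15 min at room temperature with compound. Then 40 uM arachidonic acid was added, 30 min. Hydroperoxide was read by Fe-XO absorbance ratio 573/405 nm.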
# LDHA inh = blocks human lactate dehydrogenase A; purified LDHA, NADH/diaphorase-resazurin fluorescence; active compounds read low; activity change, % (values are at about 110 or 230 µM); hit rate 0.15% among 480,000; AID 1347041; in the data active = activity change below about -30%; inconclusive = mostly about -25% to -30%;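 also: plate controls were DMSO wells for no effect and wells without enzyme for full effect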
#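 Human LDH5 (2 nM) was incubated with 0.06 mM NADH and 0.2 mM pyruvate for 5 min at room temperature in Tris pH 7.4. Remaining NADH was coupled through diaphorase/resazurin, and resorufin fluorescence was read at 0 and 20 min.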
# * hit, by the source's call; ? = inconclusive; / = not tested or not shown; [ ] = dose if it differs, or a comment. Unless noted, calls follow the shape of the dose curve; as a rule, active = well fitted curve in the direction sought with a large enough effect; inconclusive = small, poorly fitted or top-dose-only effect, or another doubt; inactive = no such curve, though single readings can be large; an effect the other way counts as inactive or inconclusive. Not all compounds are listed; count on the stated rates, not on these rows.
SMILES,Vif-APOBEC3F blk,D2 antagonist,RGS4 inh,D2 agonist,ERG-DNA inh,Glioma ERSR ind,Vif-APOBEC3G blk,ALOX12 inh,LDHA inh
O=C(NC(=S)Nc1ccc(CN2CCOCC2)cc1)c1ccc([N+](=O)[O-])cc1,-6.3%,/,-10.4%,/,0.4%,0.6%,6.1%,-18.8%,-2.9
O=C(NCc1ccc(OC(F)(F)F)cc1)C12CN(Cc3ccccc3)CC1C(c1cccc([N+](=O)[O-])c1)=NO2 (centres undefined),2.4%,-11.0,-4.6%,0.1,-0.1%,-0.5%,-2.3%,-0.5%,-8.2
CCCN1CN=C(Nc2nc3ccccc3o2)NC1,2.4%,-8.5,-9.2%,-0.1,-0.5%,-4.2%,-1.9%,?,-6.4
O=C(Nc1ccccc1N1CCN(c2ccccc2)CC1)C1CCCCC1,-1.3%,1.0,-1.6%,0.1,/,-4.0%,-0.8%,8.4%,-0.8
O=C(CNC(=O)c1ccc(F)cc1)N/N=C/c1cn[nH]c1-c1ccccc1,-6.7%,0.3,39.3%,20.5,5.9%,-1.9%,0.0%,-0.1%,-8.2
CCC(=O)Nc1ccc(C(=O)NNC(=O)Cc2ccccc2)cc1,-2.5%,3.4,5.7%,-0.3,-4.1%,-1.1%,0.2%,7.5%,-6.8
CC(=O)c1ccc(NC(=O)COC(=O)C2C3CC4OC(=O)C2C4C3)cc1 (centres undefined),5.6%,-8.1,21.0%,0.7,-2.1%,5.6%,0.2%,-2.6%,-7.4
O=C(O)CSc1cc(C(=O)c2cc(F)ccc2O)cn2c(=O)c3c(-c4ccccc4)csc3nc12,-6.1%,-4.7,?,-1.5,104.7%[activator],1.8%,-0.8%,?,-3.5
COc1ccc(C(=O)NCCn2ccc3ccccc32)c(OC)c1,-11.8%,23.1,-16.9%,-0.3,7.9%,0.6%,-5.7%,0.2%,6.6
CSc1nc2cc(C)nn2c(-c2ccc(C(C)(C)C)cc2)c1C#N,7.9%,5.5,-6.3%,1.5,-1.1%,-1.5%,-5.6%,0.0%,-5.6
CCc1ccc(Nc2nnc(-n3nc(C)cc3C)c3ccccc23)cc1,3.1%,/,5.0%,0.2,9.7%,-3.3%,-5.4%,-19.4%,-0.7
CN(C)/C=C1\C(=O)N(c2ccc(Cl)c(Cl)c2)CS1(=O)=O,-2.8%,-12.0,-20.1%,1.4,-1.4%,2.4%,2.6%,-1.4%,-5.0
Cn1c(SCC(=O)c2ccccc2F)nnc1C1CC1,5.6%,2.7,?,-0.3,18.6%,2.7%,-0.6%,0.0%,-1.6
COc1ccc(C(=O)Nc2cccc(/C(C)=N/NC(=O)c3ccc([N+](=O)[O-])c(C)c3)c2)cc1OC,6.9%,3.9,17.0%,-0.8,-6.6%,-3.2%,-4.4%,-2.3%,-2.3
CCOc1ccc(C(=O)NCC(C)C)cc1,6.9%,-19.0,27.3%[11.4 µM],-0.1,5.0%,3.1%,0.0%,-9.3%,-3.1
COc1ccc(C(=O)Nc2ccc3c(c2)OCCO3)cc1,8.8%,-26.9,13.6%,0.5,/,-9.1%,0.6%,7.0%,-7.1
Cc1ccc(-c2cc(C(=O)Nc3ccc(S(=O)(=O)Nc4onc(C)c4C)cc3)c3ccccc3n2)cc1,-7.7%,11.7,-18.6%,-0.6,-0.6%,2.8%,-7.3%,35.5µM*,-14.0
COc1ccc(-n2c(Cc3cccn3C)nnc2SCC(=O)NCc2ccc(F)cc2)cc1,1.8%,-5.1,-6.0%,0.6,-3.5%,-1.9%,-0.8%,393.8%[activator],0.0
Cc1ccccc1OCCC(=O)OCC(=O)N(C)c1c(N)n(Cc2ccccc2)c(=O)[nH]c1=O,?,-2.3,-7.3%,-2.3,-4.2%,-5.7%,-3.9%,?,-1.1
CCN1C(=O)[C@@H]2[C@@H](c3ccc(-c4ccc(F)cc4)cc3)N3CCCC[C@@]3(C(=O)OC)[C@@H]2C1=O,1.3%,-0.9,5.7%,0.9,2.8%,-4.0%,-6.1%,2.7%,-1.9
O=C(Nc1ccc(Cl)c(C(F)(F)F)c1)c1ccncc1,7.6%,-7.0,12.8%,-0.2,16.7%,1.0%,0.2%,-7.6%,-0.7
CC(=O)N1N=C(c2ccc(NS(=O)(=O)c3ccccc3)cc2)CC1c1ccco1 (centres undefined),0.1%,/,-25.5%,/,14.8%,-3.6%,?,-0.9%,0.0
O=C1CCC(=O)N1c1ccccc1OS(=O)(=O)c1ccccc1,-9.4%,0.5,25.0%,0.3,2.8%,1.3%,1.2%,-0.8%,-6.6
O=C(COC(=O)/C=C/c1cccc(F)c1)NNC(=O)c1ccccc1,-0.7%,45.4*,-0.6%,0.1,-0.2%,-2.1%,-3.2%,15.8%,-5.9
O=C(Nc1nnc(SCc2c(Cl)cccc2Cl)s1)C1CCCO1 (centres undefined),6.6%,-23.7,-2.2%,0.0,1.2%,1.8%,-0.6%,26.1%,-12.5
Cn1c(Oc2cccc(Cl)c2)nc2c1c(=O)n(Cc1ccccc1Cl)c(=O)n2C,4.1%,/,-6.5%,-1.3,-2.5%,-2.3%,2.5%,0.0%,8.4
Cc1nc2ccc(NC(=O)N3CCOCC3)cc2s1,6.2%,3.3,10.3%,1.0,-2.4%,1.8%,-8.0%,50.3%[activator],0.4
COC(=O)c1cc(NC(=O)COC(=O)C2CCC2)cc(C(=O)OC)c1,6.2%,-1.5,-3.3%,-0.8,-8.3%,-2.7%,-5.8%,-16.6%,-5.9
O=C(COC(=O)C(Cc1ccccc1)NC(=O)c1ccco1)NC1CC1 (centres undefined),-9.4%,13.9,-1.3%,-0.3,-0.6%,-0.7%,-0.1%,-26.2%,-2.7
Cc1cccc(NC(=O)C2CC(=O)OC23CCCC3)c1 (centres undefined),/,-3.3,-52.0%,0.3,-3.0%,3.4%,-0.3%,0.0%[57.4 µM],0.8
O=C(c1ccccc1)N1N=C(C(F)(F)F)CC1(O)c1ccccc1 (centres undefined),-25.5%,-2.4,23.8%,-2.4,-2.8%,-0.3%,0.4%,31.0%[activator],-3.3
C/C(=N\NC(=O)c1ccc(CN2CCOCC2)cc1)c1cccc([N+](=O)[O-])c1,5.9%,-3.7,4.5%[11.4 µM],-1.9,-0.4%,3.9%,-0.7%,-1.7%,-7.6
O=C(Nc1ccccc1)Nc1nc2ccccc2s1,-9.1%,38.1*,2.0%,-0.1,10.2%,0.6%,-5.5%,-0.4%,-1.9
CC(C)c1ccc(CN(Cc2ccco2)c2cnc(S(C)(=O)=O)nc2C(=O)Nc2ccc(F)cc2)cc1,8.0%,/,-5.8%,4.0,1.9%,-1.9%,1.8%,-25.2%,-4.3
CCOC(=O)c1cnc2c(ccc3ccccc32)c1N,6.5%,10.4,3.0%,-0.9,-10.5%,8.4%,1.5%,0.2%,-13.3
COc1cc(-c2cc(=O)c3c(O)c(OC)c(OC)c(O)c3o2)ccc1O,8.7%,0.0,-1.2%,-0.1,9.9%,13.9%,0.2%,?,17.0
CCOc1ccc(NC(=O)CN(C)C(=O)c2cc(C)nc3ccccc23)cc1OCC,1.7%,21.5,-2.6%,-0.3,-1.2%,-2.1%,-0.5%,-1.7%,-1.4
Cc1ccc(S(=O)(=O)N2CCN(c3nc(C(C)C)c4c(c3C#N)CC(C)(C)OC4)CC2)cc1,-8.9%,27.0,47.0%,0.5,-12.0%,-0.1%,1.4%,4.5%,-4.4
N#CCc1nc(-c2cc3ccccc3oc2=O)cs1,14.7%,1.0,7.5%,1.3,1.5%,1.1%,1.6%,?,-15.8
COc1ccc(OCC(=O)NCCCCCCNC(=O)COc2ccc(OC)cc2)cc1,-1.9%,5.2,26.3%,-2.6,11.3%,4.1%,-0.2%,10.4%,-1.0
CC(CCc1ccccc1)NC(=O)COC(=O)c1ccccc1O (centres undefined),0.0%,1.4,7.2%,-1.2,3.7%,0.9%,-0.2%,-9.9%,-1.8
Cc1ccc(S(=O)(=O)Nc2ncnc3sc(C)c(C)c23)cc1,1.6%,-3.0,17.5%,0.3,-15.4%,-0.9%,-5.6%,21.7%,-1.9
Cc1oc(-c2cccs2)cc1C(=O)N1CCCC(C)(C(=O)O)C1 (centres undefined),/,/,/,/,/,-5.2%,-4.3%,0.0%,-4.6
COc1ccc(Cl)cc1C(=O)OCC(=O)Nc1cccnc1Cl,6.3%,1.9,18.6%,0.1,9.5%,-3.0%,1.7%,-3.9%,-10.2
COc1cc(C2CC(=O)N(Cc3cccc(F)c3)c3ccccc3S2)cc(OC)c1OC (centres undefined),4.7%,/,27.1%,-0.6,2.1%,-7.0%,-5.1%,-10.6%,-7.7
Cc1ccc(NC(=O)CN2C(=O)S/C(=C\c3ccccn3)C2=O)cc1C,-4.9%,1.0,9.4%,-0.2,10.4%,1.3%,-3.6%,?,-0.4
CC(C)(C)[C@H]1C=C(C(N)=O)O[C@@H](OCCCCO)C1,-5.8%,15.9,-24.5%,-0.4,-4.6%,-1.6%,0.7%,-1.0%,2.0
CC1(Cc2ccccc2Cl)C(=O)Nc2c(Cl)cccc21 (centres undefined),/,/,/,/,/,-3.1%,-3.2%,?,-2.6
CCC(=O)N1CCc2cc(S(=O)(=O)CCC(=O)Nc3ccc(Cl)c(C(F)(F)F)c3)ccc21,-7.2%,/,-0.7%,-0.1,-3.6%,-2.9%,-9.1%,-4.4%,-4.7

# Bioassay records from PubChem.
